Screening results: PubChem BioAssay, several laboratories
NTR1 ag = agonists of NTR1, primary screen, imaging, U2OS cells, beta-arrestin-GFP, high content (AID 493036). actives 0.17% (n = 330,000). NTR1-U2OS beta-arrestin-GFP spot imaging, agonist mode. Neurotensin receptor type 1 (Homo sapiens), P30989. activation, % at 20 µM;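 active means activation at or above 40% of the spot to cytoplasm intensity ratio, with at least 20 cells analyzed; inconclusive means wells under 20 cells, flagged as cytotoxic or low count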;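 further: 0% = DMSO without peptide and 100% = 100 nM NTR1 peptide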
Target sequence (P30989 whole entry, looked up): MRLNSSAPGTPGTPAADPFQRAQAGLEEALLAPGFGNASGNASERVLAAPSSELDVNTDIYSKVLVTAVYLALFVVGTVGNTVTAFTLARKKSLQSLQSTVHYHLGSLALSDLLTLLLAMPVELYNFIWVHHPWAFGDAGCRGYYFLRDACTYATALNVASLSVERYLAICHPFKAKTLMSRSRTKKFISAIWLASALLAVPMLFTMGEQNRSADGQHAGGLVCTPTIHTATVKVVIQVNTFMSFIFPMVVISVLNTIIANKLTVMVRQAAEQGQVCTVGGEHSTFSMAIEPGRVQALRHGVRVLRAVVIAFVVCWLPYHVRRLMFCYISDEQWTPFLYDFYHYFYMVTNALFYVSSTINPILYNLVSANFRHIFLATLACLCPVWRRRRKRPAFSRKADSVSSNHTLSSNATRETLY
GPR35 antagonists = GPR35 antagonists blocking zaprinast-driven arrestin recruitment, primary screen, imaging, U2OS, beta-arrestin-GFP, zaprinast agonist (AID 2058); G-protein coupled receptor 35 (Homo sapiens); U2OS GPR35 beta-arrestin-GFP translocation imaging, zaprinast antagonism; higher % means a stronger effect; inhibition, % at 10 µM; hits with a dose series show IC50 in µM; actives 0.052% (n = 290,000);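 active means inhibition of at least 50% with at least 30 cells and total cytoplasm GFP at most 10,000,000; inconclusive means under 30 cells or total GFP of 10,000,000 plus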
RSV antiviral HEp-2 = RSV antiviral activity via CPE protection, HEp-2 cells, primary 10 µM value included (AID 2391) | actives 0.13% (n = 310,000) | HEp-2 cells, RSV-induced CPE inhibition; higher % means a stronger effect | CPE inhibition, % at 10 µM, or IC50 in µM where a hit was titrated; in the data active means a potency from the dose series; inconclusive means CPE inhibition mostly from about 23% at the one dose, without a potency; inactive means the rest, 99 in 100 with CPE inhibition below about 21%; further: strong numbers were not always called active
AID2073 = inhibitors of Mint1-CaV2.2 protein interaction, biochemical, HTRF (AID 2073). actives 0.19% (n = 290,000). Voltage-dependent N-type calcium channel subunit alpha-1B (Homo sapiens). inhibition, % at 20 µM, or IC50 in µM where a hit was titrated. HTRF protein-protein interaction, Mint1-CaV2.2; higher % means a stronger effect; in the data active means inhibition mostly above about 51%, no sharp cut-off; inconclusive means no clear call, values can overlap the other calls; inactive means mostly below about 53%; further: some results filed as inactive read as strong as hits
Autophagy HCS = autophagy modulators in MEF cells, primary screen, imaging, high-content, MEF GFP-LC3; AID 463193, 2010; calls only at 10 µM (by protocol); MEF GFP-LC3 puncta imaging; test concentration mostly 10 µM; actives 0.98% (n = 190,000);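 active means percentage of spot-positive cells more than 3 SD above its plate mean, without a fluorescence outlier flag or 80% toxicity; inconclusive means no clear call, values can overlap the other calls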;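 further: spot-positive cell cutoff set from DMSO-treated cells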
Dengue-2 NS5 capping = Dengue-2 NS5 methyltransferase inhibitors, primary screen, biochemical, confirmation dose response (AID 588689); Genome polyprotein (Dengue virus type 2 (strain 16681-PDK53)); Dengue-2 NS5 methyltransferase capping enzyme assay, biochemical; higher % means a stronger effect; inhibition, % at 25 µM; hits with a dose series show IC50 in µM; actives 0.3% (n = 340,000); in the data active means a potency from the dose series; inconclusive means inhibition above about 29% without an active follow-up result
WT yeast gro inh = growth inhibition of WT strain, primary screen, mitochondrial fusion inhibitor project, WT and mutant strains, chemical genetic; mitochondrial fusion phenotypic screen; inhibition, % at 10 µM; actives 2.1% (n = 190,000); in the data active means inhibition above about 58%; tested in S. cerevisiae
UTI89 phage lysis = inhibition of K1F phage lysis, E. coli UTI89, bacterial capsule biogenesis inhibitors, alamar blue (AID 488966); E. coli UTI89 K1F phage lysis, alamar blue, 2 h; higher % means a stronger effect; inhibition, % at 100 µM, or IC50 in µM where a hit was titrated; actives 0.02% (n = 340,000);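 active means phage lysis inhibition, versus mean bacterial control, above a set limit; inconclusive means no clear call, values can overlap the other calls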;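 further: capsule biogenesis inhibitors block K1F phage lysis so surviving cells raise fluorescence; higher fluorescence means more inhibition of phage lysis; actives were called in the ten point dose series up to 300 µM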
LYP phosphatase = inhibitors of LYP phosphatase, biochemical, fluorescence intensity, uHTS (AID 1779); Tyrosine-protein phosphatase non-receptor type 22 (Homo sapiens); recombinant LYP phosphatase, fluorescence intensity; higher % means a stronger effect; one-dose inhibition, % at 11.5 µM; IC50 in µM for titrated hits; actives 0.054% (n = 290,000); in the data active means inhibition above about 50%;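 further: plate controls were vehicle with enzyme for no effect and no enzyme for full effect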
WT yeast gro inh mutant strain = also measured in WT yeast gro inh; calls as there; inhibition, %; mitochondrial fusion phenotypic screen, mutant strain inhibition
Autophagy HCS cell loss 18 h = also measured in Autophagy HCS; calls as there; toxicity, %; measured here: cell loss, nuclei count;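 cell loss after 18 h compound exposure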
NTR1 ag cell count 20 µM = second read-out of NTR1 ag, no call of its own (marks repeat the call); cell count; measured here: cell count, cytotoxicity flag
Dengue-2 NS5 capping pilot replicate = further read-out of Dengue-2 NS5 capping, marked with its call; inhibition, %; measured here: pilot screen replicate inhibition
Active calls of the source: *; i = inactive; ? = inconclusive; . = not tested or not shown; + = active, no number; [ ] = dose if it differs, or a comment. Compounds were not picked by outcome. Share with any hit: about 2.6%.

The opening eight entries as a preview:
SMILES	NTR1 ag	NTR1 ag cell count 20 µM	GPR35 antagonists	RSV antiviral HEp-2	AID2073	Autophagy HCS	Autophagy HCS cell loss 18 h	Dengue-2 NS5 capping	WT yeast gro inh	WT yeast gro inh mutant strain	UTI89 phage lysis	LYP phosphatase	others
Fc1ccccc1COc1ccc(-c2nnn(Cc3ccccc3F)n2)cc1	1.8	100	-9.2%	6.1%	-2.5%	i	13.3	0.0%	4.4	-8.8	0.1%	2.4%
Cc1cccc(NC(=O)CSc2nc3c(c(=O)[nH]2)CCCC3)c1C	0.2	45	4.1%	-0.7%	-4.9%	i	2.8	-7.8%	-6.3	3.6	0.2%	-3.4%
N#Cc1c(Nc2ccc(F)cc2)sc(C(=O)c2ccccc2)c1N	6.0	83	-0.9%	1.3%	-12.6%	i	-11.8	8.2%	-8.9	-10.4	0.4%	-1.3%
Cc1ccc(C)c(N2CCN(CCCNC(=O)Cn3cccc3C(=O)c3ccccc3)CC2)c1	0.8	41	24.1%	7.6%	-4.7%	+	10.5*	-7.8%	23.9	20.2	0.1%	-4.2%
COc1ccc(CC(=O)Nc2c3c(nn2-c2ccccc2C)CS(=O)C3)cc1 (centres undefined)	0.3	41	-9.8%	1.2%	6.9%	i	5.9	2.4%	0.2	-1.8	3.3%	-8.9%
Cc1nc2ccc(NC(=O)c3cccc(C(F)(F)F)c3)cc2o1	1.6	84	13.6%	6.6%	7.2%	i	8.3	2.0%	13.5	13.8	-0.1%	-7.0%	Dengue-2 NS5 capping pilot replicate=0.3
COc1ccc(CC(=O)Nc2ccc3nc(C)sc3c2)cc1OC	-2.5	48	7.9%	2.5%	-6.9%	i	-6.8	12.6%	-21.4	-16.3	0.2%	-8.3%
CCCCOc1ccc(OCCCN2CCOCC2)cc1	-1.8	72	9.5%	-1.7%	7.3%	i	30.3	-4.4%	30.8	29.5	5.4%	-4.1%

Main list, from the start:
SMILES	NTR1 ag	NTR1 ag cell count 20 µM	GPR35 antagonists	RSV antiviral HEp-2	AID2073	Autophagy HCS	Autophagy HCS cell loss 18 h	Dengue-2 NS5 capping	WT yeast gro inh	WT yeast gro inh mutant strain	UTI89 phage lysis	LYP phosphatase	others
Fc1ccccc1COc1ccc(-c2nnn(Cc3ccccc3F)n2)cc1	1.8	100	-9.2%	6.1%	-2.5%	i	13.3	0.0%	4.4	-8.8	0.1%	2.4%
Cc1cccc(NC(=O)CSc2nc3c(c(=O)[nH]2)CCCC3)c1C	0.2	45	4.1%	-0.7%	-4.9%	i	2.8	-7.8%	-6.3	3.6	0.2%	-3.4%
N#Cc1c(Nc2ccc(F)cc2)sc(C(=O)c2ccccc2)c1N	6.0	83	-0.9%	1.3%	-12.6%	i	-11.8	8.2%	-8.9	-10.4	0.4%	-1.3%
Cc1ccc(C)c(N2CCN(CCCNC(=O)Cn3cccc3C(=O)c3ccccc3)CC2)c1	0.8	41	24.1%	7.6%	-4.7%	+	10.5*	-7.8%	23.9	20.2	0.1%	-4.2%
COc1ccc(CC(=O)Nc2c3c(nn2-c2ccccc2C)CS(=O)C3)cc1 (centres undefined)	0.3	41	-9.8%	1.2%	6.9%	i	5.9	2.4%	0.2	-1.8	3.3%	-8.9%
Cc1nc2ccc(NC(=O)c3cccc(C(F)(F)F)c3)cc2o1	1.6	84	13.6%	6.6%	7.2%	i	8.3	2.0%	13.5	13.8	-0.1%	-7.0%	Dengue-2 NS5 capping pilot replicate=0.3
COc1ccc(CC(=O)Nc2ccc3nc(C)sc3c2)cc1OC	-2.5	48	7.9%	2.5%	-6.9%	i	-6.8	12.6%	-21.4	-16.3	0.2%	-8.3%
CCCCOc1ccc(OCCCN2CCOCC2)cc1	-1.8	72	9.5%	-1.7%	7.3%	i	30.3	-4.4%	30.8	29.5	5.4%	-4.1%
Cn1nccc1NC(=O)CC(CC(=O)O)c1ccccc1 (centres undefined)	-0.8	52	-2.2%	0.9%	-1.0%	.	.	-1.5%	.	.	0.3%	-4.4%
CCOc1cccc(N2CCN(CCNC(=O)Nc3ccc(C)cc3)CC2)c1C	3.5	51	-6.9%	?	7.1%	.	.	-3.1%	.	.	-1.4%	-2.7%
Cc1c(NC(=O)CN2CCN(C(=O)c3ccco3)CC2)c(=O)n(-c2ccccc2)n1C	0.9	80	-1.8%	.	6.5%	i	-26.2	0.0%	-9.0	-5.8	-1.1%	-6.2%
Cc1cc(/C=N\NC(=O)COc2cccc3cccnc23)c(C)n1-c1ccccc1	1.6	71	-1.8%	8.4%	3.9%	i	9.9	-3.6%	4.5	-7.8	-0.2%	-3.9%
Cc1ccccc1C(=O)Nc1ccnn1C1CCN(Cc2cccnc2)CC1	-0.9	60	2.0%	0.6%	4.7%	.	.	-1.9%	.	.	1.0%[50 µM]	-11.0%
Cc1csc(NC(=O)CCn2c(=O)oc3ccccc32)n1	-1.0	75	-2.0%	2.1%	-1.1%	i	2.9	-0.8%	7.6	0.5	1.4%	-2.8%
CCCC(=O)N1c2ccccc2NC2=C(C(=O)CCC2)C1c1ccc(F)cc1 (centres undefined)	-0.8	38	0.4%	-2.4%	13.4%	i	4.0	-0.7%	-15.6	-3.6	2.4%	2.3%
CCOc1ccc(-n2cc(C(=O)NC(C)C)c3cc(OC)c(OC)cc3c2=O)cc1	-1.7	73	2.5%	1.1%	2.1%	i	-4.0	-1.6%	-8.2	-3.3	0.0%	-5.0%
O=c1oc2c(CN3CCN(CCO)CC3)c(O)ccc2cc1-c1ccccn1	2.0	50	-14.1%	-0.1%	30.4%	.	.	3.2%	.	.	0.0%[50 µM]	-36.1%
O=C(Nc1ccccc1O)c1cc(S(=O)(=O)N2CCOCC2)ccc1Cl	-1.2	76	4.3%	1.9%	-1.2%	i	13.7	-2.0%	13.8	30.0	0.6%	1.1%
O=C1CC(N2CCC(O)(c3ccc(Br)cc3)CC2)C(=O)N1c1ccc(Cl)cc1 (centres undefined)	1.0	69	9.4%	5.7%	1.3%	i	-1.1	-5.8%	-15.9	1.9	-0.6%[50 µM]	-1.5%
Cc1cc2c(ncn2C(C)C)c(NS(=O)(=O)c2ccc(F)cc2)c1C	1.0	91	29.6%	0.4%	4.2%	i	8.9	-8.1%	-2.0	-13.1	-0.1%	-1.3%
O=C(CCN1C(=O)C2CCCCC2C1=O)Nc1ccc(Br)cc1F (centres undefined)	-1.5	70	.	-2.0%	.	.	.	3.6%	.	.	0.1%[50 µM]	.
CN(C)S(=O)(=O)c1ccc(NC(=O)c2ccncc2)cc1	0.6	34	-0.9%	-0.4%	-2.5%	i	14.7	-4.4%	1.3	-4.2	0.1%	-8.5%
COC(=O)c1ccc(CNC(=O)C2CCC(=O)N(CCc3ccccc3)C2)cc1 (centres undefined)	0.5	62	-7.4%	0.4%	-3.4%	.	.	-0.7%	.	.	1.2%[50 µM]	-7.0%
CC(C)NC(=O)c1ccc(Cl)cc1Cl	1.6	50	-2.7%	0.2%	-7.2%	i	-14.0	10.3%	-8.7	-7.2	-0.6%	-8.9%
Cc1cc(C)n(CCNC(=O)c2cc(COc3ccc4ncccc4c3)on2)n1	0.8	58	3.3%	2.1%	-15.5%	.	.	2.9%	.	.	0.1%	-3.8%
CCOC(=O)N1CCN(CC(O)COc2ccc(CC)cc2)CC1 (centres undefined)	-1.1	55	3.8%	1.4%	8.8%	.	.	1.6%	.	.	1.0%	-4.3%
CCCc1ccc(NC(=O)C2CCN(c3cnccn3)CC2)cc1	2.0	70	-4.2%	6.5%	8.2%	.	.	1.8%	.	.	-0.3%	-12.7%
Cc1ccc(N2C(=O)SC(Cc3ccccc3)C2=O)cc1 (centres undefined)	2.3	52	-15.3%	.	-17.1%	.	.	-3.9%	.	.	0.1%	-6.2%
Cc1ccc(Cn2c(=S)[nH]c3ccccc3c2=O)cc1	3.0	100	-0.8%	1.5%	-5.9%	.	.	-6.5%	.	.	-0.1%	-5.9%
CC(=O)C1=C(O)C(=O)N(c2cccc(Br)c2)C1c1ccc(Br)cc1 (centres undefined)	3.4	62	7.5%	6.8%	19.0%	.	.	17.8%	.	.	0.2%	-2.8%	Dengue-2 NS5 capping pilot replicate=-1.2
O=C(CCNS(=O)(=O)c1c(Cl)cccc1Cl)N1CCCC1	0.9	47	.	0.1%	.	.	.	-1.5%	.	.	0.2%[50 µM]	.
Cc1cc(Br)cc(Cl)c1OCC(=O)N1CCN(C(=O)c2ccco2)CC1	0.4	54	.	0.9%	.	.	.	-4.8%	.	.	0.8%[50 µM]	.
CCOc1ccc2[nH]cc(C(=O)O)c(=O)c2c1	1.3	47	-1.3%	2.8%	1.0%	i	16.3	-1.0%	-13.8	-5.3	1.1%	-2.1%
CN(C)S(=O)(=O)N1CCCN(S(=O)(=O)N(C)C)CC1	0.6	68	12.2%	1.0%	-6.0%	i	-4.2	2.4%	-20.8	-2.4	0.4%	-4.4%
Cc1ccc(NC(=O)c2cc(=O)c3ccccc3o2)c(C)c1	1.1	64	2.3%	2.9%	-1.4%	i	27.9	-2.2%	-1.0	4.4	1.9%	-7.1%
Cc1ccc(-c2cc(C(=O)Nc3cc(C)ccc3C)[nH]n2)c(O)c1	-0.5	76	-10.8%	1.4%	16.2%	i	-2.8	-3.2%	-2.9	-9.4	0.0%	-3.0%
NC(=O)CSc1nc2ccccc2c(=O)n1CCc1ccccc1	1.9	57	2.0%	0.6%	-7.3%	.	.	-1.6%	.	.	1.9%	-4.3%
CSc1ncc(Cl)c(C(=O)Nc2nnc(SC/C=C/c3ccccc3)s2)n1	1.1	50	9.5%	10.9%	-2.3%	i	-9.8	10.3%	38.9	12.3	-0.1%	2.1%
COc1ccc(/C=C/C(=O)c2cccc(-n3cnnn3)c2)cc1O	3.0	45	-0.1%	0.3%	3.1%	.	.	0.8%	.	.	0.0%	-4.8%
